ELG1 genotoxic – induces genotoxicity in HEK293T cells with luciferase-tagged ELG1. HEK293T ELG1-luciferase reporter, luminescence, 16 h. Potency, µM (series often up to 46 µM), for the others: top-dose activity change, positive = activation, hits mostly activators. 330,000 tested, 1.3% active. AID 504466; note: % of control where 0% means no effect; nearly all actives have a fitted effect of over 60% in size
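ELG1-luciferase HEK293T cells, 2,000/well; compound pinned in; 16 hr, 37 °C, 5% CO2; ONE-Glo, 30 min RT; luminescence on CCD imager.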
p53 reactivation – restores transcriptional activity of mutant p53 | H1299 p53-A138V BP100-luciferase reporter, luminescence, 24 h | Potency, µM (doses to about 92.2 µM), without a hit: at the highest dose activity change, positive = activation, hits mostly activators | 320,000 tested, 0.063% active | AID 504706; note: % of control where 0% means no effect; nearly all actives have a fitted effect of over 45% in size
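p53-null H1299 cells stably carrying temperature-sensitive p53-A138V and a BP100-luciferase reporter were pinned with compounds (4-point, 1:5 series) and held 24 hrs at 37 deg C. Luminescence was read 10 min after detection reagent.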
MBNL1 CUG block – inhibitors of human MBNL1 binding to CUG repeat RNA; Q9NR56; TR-FRET MBNL1-His/biotin-(CUG)12 binding, 665/545 ratio; Potency, µM (series often up to 57.5 µM), without a hit: at the highest dose activity change, negative = inhibition, actives largely listed as inhibitors; 280,000 tested, 0.036% active; AID 2675; active = well fitted inhibition curve with a large enough effect in the signal ratio, with a control signal flat, not every such curve was filed as active; inconclusive = small, poorly fitted or top-dose-only effect, or effect the other way, or a change in a side signal; inactive = no such curve, though single readings can be large or run the other way; the % refers to the signal ratio; note: % is set by controls: 0 for no effect and ±100 for the full control effect
Target sequence (Q9NR56 whole entry, looked up): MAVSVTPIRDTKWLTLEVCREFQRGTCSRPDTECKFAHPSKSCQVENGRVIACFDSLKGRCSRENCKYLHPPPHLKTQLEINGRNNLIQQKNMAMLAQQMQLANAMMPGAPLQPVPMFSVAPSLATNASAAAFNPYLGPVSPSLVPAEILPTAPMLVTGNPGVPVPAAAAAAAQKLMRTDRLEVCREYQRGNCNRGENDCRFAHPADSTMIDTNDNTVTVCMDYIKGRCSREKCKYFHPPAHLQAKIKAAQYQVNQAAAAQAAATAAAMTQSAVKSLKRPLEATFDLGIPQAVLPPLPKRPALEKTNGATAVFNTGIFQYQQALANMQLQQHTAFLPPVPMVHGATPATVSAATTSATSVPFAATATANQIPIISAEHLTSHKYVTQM
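His-tagged MBNL1 binding to biotinylated (CUG)12 RNA was measured by TR-FRET using terbium anti-His antibody (0.055 ng/ul final) and streptavidin-XL665 (5 nM final). Compounds were titrated 92 nM to 58 uM; 60 min at room temperature.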
Gal4-VP16 FLuc – counter-screen for ROR gamma inhibitors: Gal4-VP16 reporter | Drosophila S2 Gal4-VP16 UAS-luciferase, luminescence, 20 h | Potency, µM (titrated, usually from 53.6 µM), for inactives: at the highest dose activity, negative = inhibition, most hits filed as inhibitors | 310,000 tested, 3.5% active;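 note: Gal4-VP16 expression switched on by copper sulfate through the metallothionein promoter; % is set by controls: 0 for no effect and ±100 for the full control effect; nearly all actives have a fitted effect of over 50% in size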
FLuc counter – inhibits or activates purified firefly luciferase, miR-21 counter-screen. 360,000 tested, 6.9% active. purified FLuc, Km substrates, luminescence inhibition. Potency, µM (highest dose often 57.5 µM), inactives show top-dose activity change, negative = inhibition, most hits filed as inhibitors;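 note: plate controls were vehicle for no effect and reference inhibitor for full effect; nearly all actives have a fitted effect of over 55% in size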
Target sequence (P08659 whole entry, looked up): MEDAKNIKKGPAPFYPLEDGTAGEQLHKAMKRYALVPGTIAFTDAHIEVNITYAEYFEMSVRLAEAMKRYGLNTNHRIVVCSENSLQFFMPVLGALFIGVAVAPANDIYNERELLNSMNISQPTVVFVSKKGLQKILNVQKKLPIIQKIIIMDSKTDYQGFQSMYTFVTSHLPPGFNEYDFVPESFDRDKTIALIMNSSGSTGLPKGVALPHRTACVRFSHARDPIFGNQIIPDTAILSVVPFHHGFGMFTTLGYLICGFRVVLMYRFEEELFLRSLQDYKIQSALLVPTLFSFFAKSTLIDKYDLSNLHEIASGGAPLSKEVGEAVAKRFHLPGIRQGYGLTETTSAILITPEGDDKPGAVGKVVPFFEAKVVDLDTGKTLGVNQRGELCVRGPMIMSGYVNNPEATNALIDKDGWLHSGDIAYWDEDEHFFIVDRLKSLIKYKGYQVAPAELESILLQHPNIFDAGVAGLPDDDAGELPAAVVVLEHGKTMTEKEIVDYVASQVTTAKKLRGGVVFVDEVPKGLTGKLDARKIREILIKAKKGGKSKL
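Biochemical qHTS of compounds, final roughly 60 µM downward over six points, against 10 nM purified firefly luciferase using Km concentrations of substrates (10 uM D-luciferin, 10 uM ATP) in Tris acetate pH 7.5 buffer; luminescence output.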
BRCA1 expr up – activators of BRCA1 expression | AID 624202 | Potency, µM (series often up to 46.1 µM), inactives show top-dose activation, usual class: activators | 380,000 tested, 1.1% active | MCF7-BRCA1-FFLuc reporter, luminescence, 48 h; response scale: scaled: vehicle 0%, 10 µM genistein 100%; note: nearly all actives have a fitted effect of over 80% in size; some results filed as inactive show a strong effect at the top dose
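Using MCF7 cells harboring a BRCA1 firefly luciferase reporter, plated 2 h before compound pinning, the screen measured luminescence after 48 h incubation. Responses were normalized to DMSO and 10 microM genistein, then fitted for concentration-effect.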
Rab9 promoter act – activators of Rab9 promoter. 320,000 tested, 2.8% active. Huh7 Rab9 promoter-luciferase reporter, luminescence, 24 h. Potency, µM (highest dose often 9.22 µM), for the others: at the top dose activation, negative = inhibition, hits mostly activators; note: % of control where 0% means no effect; nearly all actives have a fitted effect of over 60% in size
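Huh7 cells stably carrying Rab9 promoter–luciferase reporter, plated 1500 cells/well, compound added after 2 h and incubated 24 h at 37 °C; luciferase luminescence then read after 10 min with detection reagent.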
NPC1 promoter act – activates the NPC1 promoter; Potency, µM (doses to about 9.22 µM), for the others: at the top dose activation, hits mostly activators; AID 485313; 320,000 tested, 2.4% active; Huh7 NPC1 promoter luciferase reporter, 24 h;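 note: % of control where 0% means no effect; nearly all actives have a fitted effect of over 60% in size; reporter is driven by a mutant NPC1 promoter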
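Stable NPC1-promoter luciferase Huh7 line; cpd (DMSO) 24 h, 37 °C, 5% CO2; Amplite luciferase reagent 10 min RT; luminescence readout. qHTS format.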
uPA generation – blocks generation of uPA at the cell surface. Potency, µM (titrated, usually from 38.3 µM), for the others: top-dose activity change, negative = inhibition, usual class: inhibitors. cell surface uPA generation assay, qHTS. AID 540303. 330,000 tested, 0.31% active; active = well fitted inhibition curve with a large enough effect; inconclusive = small, poorly fitted or top-dose-only effect; inactive = no such curve, though single readings can be large or run the other way; tested in mouse RAW 264.7 cells; note: % is set by controls: 0 for no effect and ±100 for the full control effect; nearly all actives have a fitted effect of over 55% in size
RORg inh – blocks mouse ROR gamma transcriptional activity; AID 2551; 310,000 tested, 5.4% active; Drosophila S2 Gal4-RORgamma UAS-luciferase reporter, 20 h; P51450; Potency, µM (series often up to 53.6 µM), for inactives: at the top dose activity change, negative = inhibition, actives largely listed as inhibitors; note: % is set by controls: 0 for no effect and ±100 for the full control effect; nearly all actives have a fitted effect of over 60% in size
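Luminescence from a UAS-regulated Photinus luciferase reporter in stably transfected Drosophila Schneider cells is measured; decreased signal marks ROR gamma inhibition. Fusion expression is induced by 700 uM copper sulfate for 20 hr.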
* hit, by the source's call; ? = inconclusive; . = no result given; & = joins results of further samples; [ ] = dose if it differs, or a comment. Unless noted, calls come from the whole dose curve; as a rule, active = well fitted curve in the direction sought with a large enough effect; inconclusive = small, poorly fitted or top-dose-only effect, or another doubt; inactive = no such curve, though single readings can be large; an effect the other way counts as inactive or inconclusive. Potency is the fitted concentration of half-maximal effect.

Order of results – ELG1 genotoxic, p53 reactivation, MBNL1 CUG block, Gal4-VP16 FLuc, FLuc counter, BRCA1 expr up, Rab9 promoter act, NPC1 promoter act, uPA generation, RORg inh
1. Cc1cc(C)c(C(=O)CC2(O)C(=O)Nc3ccccc32)cc1C (stereo not drawn)
    5%, -1%, -3%, -1%, 5%, 14%, -3%, 0%, 1%, 19%
2. COc1cc2c(C#CCCO)c(-c3ccc(C#N)cc3)oc(=O)c2cc1OC
    -2%, -7%, ., ., 4%, -16%, -3%, -6%, -1%, .
3. COc1cc(-c2nc3oc4ccccc4c(=O)c3c(=O)n2Cc2ccco2)cc(OC)c1OC
    -10%, 6%, 13%, -2%, 4%, -5%, -13%, -3%, 0%, -29%
4. Cc1sc2nc(SCC(=O)N(C)c3ccccc3)n(C)c(=O)c2c1C
    -11%, -2%, -2%, -24%, 1%, -8%, 8%, 0%, ?, -8%
5. O=C(CCSc1ccccc1)Nc1ccccc1C(=O)N1CCCC1
    -1%, -3%, -15%, ?, 1%, 14%, -2%, -2%, 0%, 9%
6. Cc1noc(C)c1C(=O)Nc1ccc(Cl)cc1C(F)(F)F
    -1%, -16%, -5%, 1%, 0%, 3%, 10%, 0%, ., 14%
7. CCN(CC)S(=O)(=O)c1ccc(C)c(NC(=O)COC(=O)C=C(C)C)c1
    -14%, 7%, -3%, -10%, 1%, 2%, -9%, 0%, 3%, 15%
8. CC(C)Cn1c(/C=C/c2ccccc2)nc2ccccc21
    4%, ?, -1%, 11µM*, 4.8µM*, 28%, 2.8µM*, ?, -10%, 11µM*
9. Cc1ccc(NC(=O)CN(C)S(=O)(=O)c2cccs2)c(Br)c1
    11%, 6%, 3%, 22%, 24µM*, 68%, 14%, 3%, -2%, 20%
10. Cc1nc(C)c(C(=O)OCC(=O)Nc2ccccc2)s1
    4%, ?, ., ., -23%, -3%, -2%, -3%, 0%, .
11. Cc1onc(-c2ccccc2)c1CNC(=O)C1COc2ccccc2O1 (stereo not drawn)
    -5%, -10%, 7%, 19%, 5%, 10%, -11%, 2%, 0%, 38%
12. COC(=O)CSc1nc2ccccc2o1
    -1%, 7%, -7%, 2%, ?, -3%, -2%, 0%, -2%, 11%
13. O=C(CCNC(=O)c1ccc(Cl)cc1)NN1C(=O)NC2(CCCCC2)C1=O
    3%, 5%, ., ., 5%, -8%, -6%, 1%, -1%, .
14. COCC(=O)N1CCC(n2nccc2NC(=O)CCOc2ccccc2)CC1
    7%, 12%, -6%, 9%, ?, -8%, 2%, -7%, -13%, 28%
15. CC1(C)C(=O)Nc2ccccc2N1C(=O)COC(=O)Cn1cnc2ccccc2c1=O
    -1%, 5%, -8%, 4%, 8%, 8%, -2%, -1%, -2%, ?
16. O=C(Nc1cccc2ncccc12)c1ccc2c(c1)OCCO2
    ?, 15%, 10%, 5%, ?, 6%, 8%, 9%, -3%, ?
17. Cc1ccc(-c2cc(C(=O)N3CCCCC3)c3ccccc3n2)cc1C
    5%, ?, -3%, ?, 2.4µM*, 82%, 8%, 18%, ?, 25%
18. COc1ccccc1C(=O)N1CCNC(=O)C1CC(=O)Nc1ccc(Cl)cc1 (stereo not drawn)
    -3%, 3%, ?, 15%, -1%, -29%, 13%, 7%, -2%, -3%
19. CC(=O)O[C@H]1CC[C@@]2(C)C(CCC3C2CC[C@]2(C)OC(=O)CCC32)C1 (stereo partly drawn)
    1%, -8%, -9%, 0%, 3%, 1%, 1%, -10%, 1%, -1%
20. COc1cc(Cl)c(C)cc1NC(=O)c1cc(S(=O)(=O)N(C)C)ccc1N1CCCC1
    -1%, -3%, -2%, 6%, -1%, -72%, -8%, -4%, -11%, 23%
21. CC(Oc1ccc(Cl)cc1Cl)C(=O)OCn1nnc2ccccc2c1=O (stereo not drawn)
    1%, -3%, 5%, 1%, 0%, 1%, 1%, -4%, 1%, 2%
22. CC(=O)Cn1ncc(Br)c(Br)c1=O
    -21%, -12%, 43%[activator], 0%[10 µM], 8%, -51%, -43%[inhibitor], -41%[inhibitor], -14%, 11µM*
23. CN(CC(=O)NCCC1=CCCCC1)S(=O)(=O)c1ccc2c(c1)CCC(=O)N2
    -6%, 6%, ?, 0%, 6%, -1%, 1%, 0%, 6%, 34%
24. CCC(C)(C)NC(=O)C(c1ccc(F)cc1)N(Cc1cccs1)C(=O)c1cnccn1 (stereo not drawn)
    -1%, -3%, -4%, 8%, -1%, 3%, -6%, -7%, -1%, 19%
25. COc1ccc(/C=N/NC(=O)c2ccc(COCC(F)(F)C(F)F)cc2)cc1
    1%, 16%, 5%, -23%, ?, -9%, 0%, 9%, 3%, -34%
26. CCOc1ccc(C(=O)OCC(=O)NCc2ccco2)cc1OCC
    -5%, -2%, -8%, 3%, 8%, -2%, -5%, 0%, -3%, 14%
27. O=C(O)c1c[nH]c2ccc(S(=O)(=O)N3CCN(c4ccc(F)cc4)CC3)cc2c1=O
    -6%, 4%, 0%, -7%, 1%, 0%, -3%, -1%, ., 6%
28. O=C(COC(=O)/C=C/c1ccc(OC(F)F)cc1)Nc1ccc2[nH]c(=O)[nH]c2c1
    2%, 8%, ., ., ., -13%, ., ., 4%, .
29. Cc1cc(C)nc(SCC(=O)N(C)CC(=O)Nc2c(Cl)cccc2Cl)n1
    -2%, 0%, ., ., 0%, 6%, 0%, -3%, -4%, .
30. O=C(CSc1nc2[nH]c(=O)cc(O)c2s1)Nc1nccs1
    7%, 4%, ., ., 0%, -8%, -2%, 1%, 3%, .
31. CCn1c(SCC(=O)Nc2nncs2)nnc1-c1ccco1
    2%, -3%, 2%, -6%, -2%, 5%, -2%, 3%, 4%, 1%
32. C/C(=N/NC(=O)CNC(=O)Cc1ccc(Cl)cc1)c1ccco1
    -4%, -3%, -10%, 4%, 2%, 8%, -5%, -4%, 6%, 20%
33. O=C(COc1ccc(Br)cc1)Nc1nnc(C2CC2)s1
    11%, 5%, ., ., 1%, 5%, 1%, 9%, -34%, .
34. O=S1(=O)CCN(Cc2csc(-c3cccs3)n2)CC1
    ?, 6%, 14%, -26%, 19µM*, 0%, 1.8µM*, 1.3µM*, 0%, -41%
35. COC(=O)C(Cc1ccc(OC(=O)c2ccccc2C)cc1)N1Cc2ccccc2C1=O (stereo not drawn)
    -1%, ?, ?, 12%, -14%, ?, ?, ?, -7%, ?
36. CCOc1ccc(N2C(N)=NC(N)=NC2(C)C)cc1
    -2%, -1%, 10%, 0%, -2%, -11%, -6%, -5%, -13%, -5%
37. CCC(C)NS(=O)(=O)c1cccs1 (stereo not drawn)
    -5%, 4%, -2%, -4%, 2%, 19%, -1%, -3%, 3%, 11%
38. COc1cc2c3nnc(-c4ccc(F)cc4)c-3cn(Cc3ccc(F)cc3)c2cc1OC
    -5%, ?, 166%[activator], 5%, -17%, -11%, -9%, 4%, 21%, ?
39. CC(C)(C)c1ccc(C(=O)NCc2nnc(SCC(=O)NC3CCCC3)o2)cc1
    -1%, -6%, -5%, -16%, ?, 7%, 2%, 2%, 0%, 30%
40. CC(C)(C)NC(=O)CCN1CCOCC1
    1%, -2%, -10%, 0%, -1%, -4%, 1%, -5%, 8%, -9%
41. O=C(NCc1ccc2c(c1)OCO2)c1cc(-c2ccc(Cl)cc2Cl)on1
    -4%, 8%, 5%, -6%, 12µM*, 22%, 0%, 2%, 0%, 5%
42. C[C@H]1CN=C(Nc2ccccc2)N1CC1CCCCCC1
    -1%, ., -8%, -5%, -1%, 2%, 5%, 0%, ?, -11%
43. CCN(CC(=O)Nc1ccc(NC(C)=O)cc1)C(=O)Cc1coc2cc(C)c(C)cc12
    -3%, -15%, ., ., 0%, -1%, -3%, -2%, -7%, .
44. COc1ccc(CNC(=O)CN2C(=O)CC(c3ccccc3)=Nc3ccccc32)cc1
    -2%, 3%, -17%, 8%, 3%, -9%, 3%, -4%, 7%, 12%
45. CCOc1ccc(NC(C)=O)cc1
    2%, 10%, -2%, -3%, 4%, -14%&14%, -2%, -1%, -5%, 0%
46. CCN(c1ccccc1)S(=O)(=O)c1ccc(C(=O)NCCCn2ccnc2)cc1
    1%, 4%, -3%, 1%, -2%, -9%, 0%, -4%, 0%, 11%
47. COCCn1c(=S)[nH]c2cc(C(=O)NCCc3ccccc3)ccc2c1=O
    -3%, 7%, 8%, 2%, 7%, 6%, 3%, -4%, 3%, -11%
48. CCOC(=O)c1ccc(-n2c(N)c(C(=O)NCc3ccco3)sc2=S)cc1
    -5%, -5%, ?, -10%, -19%, 0%, -1%, 1%, ., 31%
49. CCCCC(=O)NCCc1ccc(OC)cc1
    0%, -1%, -4%, 4%, 0%, 23%, 8%, -2%, 5%, 1%
50. COn1c(=O)c(-c2ccccc2)[n+]([O-])c2ccccc21
    2%, 0%, ?, -5%, 1%, -11%, -1%, -4%, 2%, 8%
51. Cc1c(C(=O)c2ccc(F)cc2F)c2ccccn2c1CCC#N
    2%, -1%, ?, 21%, 0%, -8%, -3%, 2%, 0%, -19%

Screening data (PubChem)
